POLK inh – qHTS for Inhibitors of Polymerase Kappa | purified Pol kappa, fluorescent DNA synthesis assay, 10 min | Potency, µM (titrated, usually from 107 µM), inactives show at the highest dose activity, negative = inhibition, actives largely listed as inhibitors | DNA polymerase kappa (Homo sapiens), Q9UBT6 | AID 588579, 2011 | hit rate 0.53% among 400,000; also: potency is read from the fitted curve at half-maximal effect; % is scaled to controls: 0 for no effect and ±100 for the full control effect
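50 nM final substrate added after 15 min RT preincubation of 10 nM Pol kappa with compound; fluorescence read at 0 and 10 min.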
BLM helicase inh – qHTS Assay for Inhibitors of Bloom's syndrome helicase (BLM); RecQ-like DNA helicase BLM (Homo sapiens), P54132; recombinant BLM DNA unwinding, fluorescence dequenching; Potency, µM (top dose mostly 56.1 µM), for inactives: at the highest dose activity change, negative = inhibition, hits mostly inhibitors; hit rate 0.2% among 350,000;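 also: potency is read from the fitted curve at half-maximal effect; plate controls were vehicle for no effect and no enzyme for full effect; nearly all actives have a fitted effect of over 35% in size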
ERG Ets-DNA blk – qHTS for Small Molecule Inhibitors of the ERG Ets/DNA interaction; Transcriptional regulator ERG (Homo sapiens), P11308; fluorescence polarization, His-ERG Ets domain / labelled DNA; hit rate 0.028% among 370,000; Potency, µM (doses to about 76.9 µM), for the others: top-dose FP activity, negative = inhibition, usual class: inhibitors; active = well fitted inhibition curve with a large enough effect in the polarisation, with a control signal flat; inconclusive = small, poorly fitted or top-dose-only effect, or effect the other way, or a change in a side signal; inactive = no such curve, though single readings can be large or run the other way; the % refers to the polarisation;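 also: polarization taken with two DNA probes labelled with fluorescein and Texas red; potency is read from the fitted curve at half-maximal effect; % of control where 0% means no effect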
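His-tagged ERG Ets domain (1 uM in the protein solution; 300mM KCl, 50mM Tris-HCl, 1mM EDTA, 1mM DTT, pH 7.5) received compound, then a probe mix of 5 nM fluorescein-DNA and 100nM Texas-615-DNA. Fluorescence polarization was read for both dyes.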
TRHR agonist – qHTS for Small Molecule Agonists and Allosteric Enhancers of Human TRH Receptor: Primary Screen for Agonists. TRHR cells, calcium flux fluo-8, FDSS agonist mode. activation, % at 2 µM. hit rate 0.18% among 360,000. AID 493084, 2011; in the data active = activation above about 30%; also: 0% is about no effect
Target sequence (P34981 whole entry, looked up): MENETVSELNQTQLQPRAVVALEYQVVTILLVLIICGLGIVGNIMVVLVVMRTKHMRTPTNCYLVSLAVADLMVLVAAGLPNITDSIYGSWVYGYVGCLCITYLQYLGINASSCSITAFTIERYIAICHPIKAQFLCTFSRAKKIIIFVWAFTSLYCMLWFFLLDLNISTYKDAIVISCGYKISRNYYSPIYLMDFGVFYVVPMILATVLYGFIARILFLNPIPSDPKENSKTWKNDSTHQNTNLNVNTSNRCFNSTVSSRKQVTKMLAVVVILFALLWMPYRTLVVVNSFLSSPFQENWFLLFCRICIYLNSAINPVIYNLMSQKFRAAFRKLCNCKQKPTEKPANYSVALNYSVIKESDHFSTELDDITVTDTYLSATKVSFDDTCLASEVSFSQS
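TRHR-expressing cells loaded with fluo-8 calcium dye; 23 nL library compound pin-transferred, kinetic FDSS fluorescence (Ex 480/Em 530) recorded about 180 s for agonist-induced calcium release, before a 10 nM TRH EC20 addition for potentiator mode.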
12-LOX inh – Primary qHTS assay for inhibitors of human arachidonate 12S-lipoxygenase (ALOX12): Round 2; Polyunsaturated fatty acid lipoxygenase ALOX12 (Homo sapiens), P18054; purified 12hLO, xylenol orange hydroperoxide absorbance; Potency, µM (doses to about 108 µM), for inactives: top-dose activity change, negative = inhibition, actives largely listed as inhibitors; hit rate 1.1% among 580,000; AID 1671190, 2021; also: potency is read from the fitted curve at half-maximal effect; % is scaled to controls: 0 for no effect and ±100 for the full control effect
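Purified human 12hLO (150 nM final) in 25 mM Hepes, 0.01% Triton X-100, pH 7.0 was preincubated 15 min at room temperature with compound. Then 40 uM arachidonic acid was added, 30 min. Hydroperoxide was read by Fe-XO absorbance ratio 573/405 nm.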
POLI inh – qHTS for Inhibitors of Polymerase Iota; Pol iota fluorescent replication assay, 10 min; hit rate 1% among 390,000; Potency, µM (series often up to 115 µM), for inactives: at the highest dose activity, negative = inhibition, most hits filed as inhibitors; also: potency is read from the fitted curve at half-maximal effect
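Fluorescent replication assay read twice, at 0 min and 10 min after adding 50 nM (final) substrate. Enzyme (10 nM) and compounds were first incubated 15 min at room temperature; enzyme-free buffer wells were negative controls.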
Apoferritin bind – qHTS Assay for Identification of Novel General Anesthetics; Ferritin light chain (Equus caballus), P02791; apoferritin/1-aminoanthracene competitive binding, fluorescence; Potency, µM (titrated, usually from 77.5 µM), without a hit: at the top dose activity change, negative = displacement, actives largely listed as inhibitors; hit rate 0.074% among 350,000; also: potency is read from the fitted curve at half-maximal effect; % is scaled to controls: 0 for no effect and ±100 for the full control effect; nearly all actives have a fitted effect of over 20% in size
Target sequence (P02791 2-175 limits assumed): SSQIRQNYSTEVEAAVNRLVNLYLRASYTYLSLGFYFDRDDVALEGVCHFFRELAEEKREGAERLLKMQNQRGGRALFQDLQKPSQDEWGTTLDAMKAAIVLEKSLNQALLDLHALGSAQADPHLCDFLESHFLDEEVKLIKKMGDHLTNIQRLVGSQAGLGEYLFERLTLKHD
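In PBS, apoferritin at 10 uM is loaded with 1-AMA from a 50% saturated solution. After 10 min of compound exposure at ambient temperature, reduced 535 nm fluorescence indicates probe displacement.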
Pol beta inh – qHTS Assay for Inhibitors of DNA Polymerase Beta | hit rate 1.3% among 340,000 | P06746 | Potency, µM (titrated, usually from 114 µM), for the others: at the top dose activity change, negative = inhibition, actives largely listed as inhibitors | Pol beta primer extension/strand displacement, fluorescence kinetic; also: potency is read from the fitted curve at half-maximal effect; % is scaled to controls: 0 for no effect and ±100 for the full control effect
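Enzyme-only controls used 10 nM Pol beta; buffer lacking enzyme served as negative control. Compound preincubated 15 min, then 50 nM substrate added; 0 and 10 min reads at room temperature.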
APE1 inh – qHTS Assay for Inhibitors of the Human Apurinic/apyrimidinic Endonuclease 1 (APE1) | DNA repair nuclease/redox regulator APEX1 (Homo sapiens), P27695 | recombinant APE1, TAMRA/BHQ-2 abasic DNA cleavage fluorescence | Potency, µM (titrated, usually from 65.8 µM), for inactives: top-dose activity change, negative = inhibition, usual class: inhibitors | hit rate 0.35% among 350,000 | AID 2517, 2012;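 also: potency is read from the fitted curve at half-maximal effect; plate controls were vehicle for no effect and reference inhibitor for full effect; nearly all actives have a fitted effect of over 55% in size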
Target sequence (P27695 whole entry, looked up): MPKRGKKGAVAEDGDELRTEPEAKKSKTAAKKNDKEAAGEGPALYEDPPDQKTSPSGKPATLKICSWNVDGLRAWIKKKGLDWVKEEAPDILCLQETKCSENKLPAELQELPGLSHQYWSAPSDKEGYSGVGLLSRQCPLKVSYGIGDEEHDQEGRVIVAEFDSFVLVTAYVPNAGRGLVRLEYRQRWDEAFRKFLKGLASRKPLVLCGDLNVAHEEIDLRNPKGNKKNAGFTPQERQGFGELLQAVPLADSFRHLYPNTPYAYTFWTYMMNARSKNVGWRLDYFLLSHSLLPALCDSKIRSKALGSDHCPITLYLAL
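Measures dequenching upon AP-site incision of a 5'-TAMRA/3'-BHQ-2 THF-containing duplex, 50 nM; human APE1 0.75 nM after 15 min room-temperature exposure to compound; kinetic three-point read at one-minute spacing.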
Active calls of the source: *; ? = inconclusive; · = not tested or not shown; [ ] = dose if it differs, or a comment. Unless noted, calls follow the shape of the dose curve; as a rule, active = well fitted curve in the direction sought with a large enough effect; inconclusive = small, poorly fitted or top-dose-only effect, or another doubt; inactive = no such curve, though single readings can be large; an effect the other way counts as inactive or inconclusive. Only part of the results is shown; count on the stated rates, not on these rows.

POLK inh,BLM helicase inh,ERG Ets-DNA blk,TRHR agonist,12-LOX inh,POLI inh,Apoferritin bind,Pol beta inh,APE1 inh,structure
-10%,-2%,13%,0.4,11%,-27%,-5%,-19%,38%,COc1ccc(CN2CCCC(N3CCN(c4ccc(OC)cc4)CC3)C2)cc1 (stereo not given)
-35%,-6%,-9%,-0.5,0%,?,1%,46%,·,COc1cc2[nH]c(=O)n(Cc3ccc(C(=O)N4CCN(c5cccc(C)c5C)CC4)cc3)c(=O)c2cc1OC
-25%,-4%,-2%,0.0,-8%,9%,-4%,24%,10%,CC(O)CNc1nc2ccccc2n1CC(=O)NC12CC3CC(CC(C3)C1)C2 (stereo not given)
-3%,·,-7%,·,151%[activator],128%[activator],·,·,·,Cc1nc2c(c(C)nn2-c2ccccc2)c(C)c1C
-3%,·,·,0.1,-7%,17%,·,·,18%,COc1ccc(CNS(=O)(=O)CCNC(=O)c2cccc(OC)c2)cc1
6%,-2%,-4%,0.0,?,19%,-5%,-11%,-6%,CCn1c(-c2ccc(Cl)cc2)n[nH]c1=S
-7%,·,1%,-0.4,2%,-1%,·,·,-3%,Cc1ccccc1OCCC(=O)OCC(=O)NNC(=O)c1cccs1
-13%,-1%,-13%,-0.3,4%,67%[activator],-7%,27%,16%,COC(=O)CCC(=O)Nc1ccc(S(=O)(=O)Nc2nc(C)cc(C)n2)cc1
3%,-3%,33%[activator],-0.3,-5%,-2%,0%,11%,38%,COC(=O)c1ccc(N(CC(=O)NC2CCCC2)C(=O)c2ccc(C)s2)cc1
6%,0%,1%,-0.2,-2%,15%,-17%,-1%,-1%,CCN(CC)C(=O)c1sc(N)c(C#N)c1C
3%,1%,-3%,-0.4,186%[activator],-5%,-2%,-1%,2%,C=CCOC(=O)C1=C(C)NC(=O)NC1/C=C/c1ccccc1 (stereo not given)
-8%,-1%,-2%,-0.3,1%,-20%,-7%,4%,-6%,N#Cc1cc(S(=O)(=O)N2CCOCC2)ccc1N1CCOCC1
21%,-2%,24%,-0.2,21%,9%,?,?,1%,O=C(NCc1ccccc1)C(=O)NCC1OCCN1S(=O)(=O)c1ccc2c(c1)OCCO2 (stereo not given)
8%,-6%,0%,0.1,-17%,9%,-7%,27%,18%,CCOc1ccc(S(=O)(=O)N2CCOCC2)cc1[N+](=O)[O-]
-2%,·,1%,·,-17%,21%,·,·,-1%,COc1ccc(S(=O)(=O)N(C)C[C@H]2Oc3ccc(NS(=O)(=O)c4ccc(F)cc4)cc3C(=O)N([C@H](C)CO)C[C@@H]2C)cc1
11%,0%,-1%,0.0,-7%,20%,-4%,-11%,28%,Cc1ccc(C)c(NS(=O)(=O)c2ccc(-c3ccc(=O)[nH]n3)o2)c1
2%,5%,17%,0.4,?,1%,6%,16%,-5%,Cc1c(NC(=O)C(CC(=O)O)NCc2ccco2)c(=O)n(-c2ccccc2)n1C (stereo not given)
-6%,-2%,2%,-0.1,16%,16%,-5%,7%,25%,CS(=O)(=O)N1CCCC(C(=O)Nc2ccccc2F)C1 (stereo not given)
-9%,4%,-4%,1.0,23%,26%,3%,-3%,-2%,Cc1cc(C(=O)N/N=C/c2c(C)nn(-c3ccccc3)c2C)n[nH]1
12%,-7%,-2%,0.4,-28%,0%,3%,2%,·,Cc1nn(C)c2c1c(-c1ccccc1)cc(=O)n2Cc1ccc(F)cc1Cl
2%,0%,-5%,0.0,2%,-2%,-13%,4%,34%,COc1cc(C)c(S(=O)(=O)NCCCn2ccnc2)cc1C
-6%,-1%,3%,1.7,20%,-15%,-15%,7%,1%,Cc1cc(OCc2cc(C(=O)NCc3cc(C(C)C)no3)no2)cc(C)c1Cl
-2%,·,2%,·,-2%,?,·,·,16%,CN(C)C(CNC(=O)C1CCCN1C(=O)c1cccs1)c1ccccc1 (stereo not given)
-4%,-1%,-10%,0.4,-7%,-2%,1%,-12%,-11%,O=c1cnnc(Nc2cccc(C(F)(F)F)c2)[nH]1
6%,-2%,-8%,-0.2,8%,-3%,-11%,22%,-8%,O=C(CSc1nncn1-c1ccccc1)NC1CCCCC1
7%,-1%,-12%,3.0,-21%,9%,-4%,0%,39%,CC(=O)Nc1ccc(S(=O)(=O)N2CCC(C(=O)NCCC(=O)NCc3ccccc3)CC2)cc1
1%,-1%,8%,-0.5,0%,45%[activator],-10%,23%,61%,COc1cc(C)c(NC(=O)Cc2ccsc2)cc1OC
-19%,·,0%,-0.3,-1%,-13%,·,·,14%,Cn1c(=NC(=O)CCS(=O)(=O)c2ccccc2)sc2cc(F)ccc21
-12%,3%,-11%,0.5,-1%,17%,-3%,21%,1%,O=C(NN1C(=O)C2C3C=CC(C3)C2C1=O)C(O)c1ccccc1 (stereo not given)
-9%,-7%,5%,-0.1,7%,-14%,-4%,28%,19%,Cc1c(Cl)cccc1NC(=O)Nc1cccnc1

Structures above that contain a furan ring, fused or not, in the order listed:
POLK inh,BLM helicase inh,ERG Ets-DNA blk,TRHR agonist,12-LOX inh,POLI inh,Apoferritin bind,Pol beta inh,APE1 inh,structure
11%,0%,-1%,0.0,-7%,20%,-4%,-11%,28%,Cc1ccc(C)c(NS(=O)(=O)c2ccc(-c3ccc(=O)[nH]n3)o2)c1
2%,5%,17%,0.4,?,1%,6%,16%,-5%,Cc1c(NC(=O)C(CC(=O)O)NCc2ccco2)c(=O)n(-c2ccccc2)n1C (stereo not given)

Continued.
POLK inh,BLM helicase inh,ERG Ets-DNA blk,TRHR agonist,12-LOX inh,POLI inh,Apoferritin bind,Pol beta inh,APE1 inh,structure
-5%,-5%,·,-0.5,1%,8%,-11%,21%,1%,S=C(Nc1ccccc1)N1CCn2c1nc1ccccc12
-7%,-4%,-24%,1.0,-13%,31%[activator],5%,2%,22%,CC(C)C(=O)NCC(c1cccs1)S(=O)(=O)c1ccc(F)cc1 (stereo not given)
7%,-2%,4%,0.3,-25%,31%[activator],-9%,-17%,·,CCC1CN(C(=O)N2CCC(C(=O)NCc3ccc(N(C)C)cc3)CC2)c2ccccc2O1 (stereo not given)
?,8.9µM*,-3%,0.3,?,1.4µM*,-5%,4.5µM*,?,O=C(CSc1nc(-c2ccc(F)cc2)nc2c1Cc1ccccc1O2)Nc1ccc(C(=O)O)cc1
-3%,4%,-3%,-0.2,-2%,19%,-22%,46%,9%,CC1CCN(C(=O)c2ccc(NS(C)(=O)=O)cc2)CC1
6%,-2%,-19%,-0.3,5%,15%,-12%,14%,-1%,CCOC(=O)C1(Cc2ccc(OC)cc2)CCN(C(=O)C2=CCCC2)CC1
4%,-1%,2%,0.1,7%,4%,-5%,?,0%,N#CCCN1CCNCC1
-4%,2%,2%,-0.9,64%[activator],6%,-11%,0%,-2%,CC(C)(C)C1CCc2[nH]c3ccccc3c(=O)c2C1 (stereo not given)
-17%,-8%,-4%,0.5,-13%,125%[activator],-6%,-5%,-3%,O=C(Nc1ccc(F)c(F)c1)c1oc2ccccc2c1NC(=O)C1CCCO1 (stereo not given)
0%,-8%,-5%,0.2,0%,5%,-1%,-10%,1%,CCOC(=O)c1nnn(-c2nonc2N)c1CN1CCc2ccccc2C1
0%[60.1 µM],1%,-2%,0.4,-11%,11%,-9%,-1%,·,O=C(NC1CC(=O)N(c2ccc(Cl)cc2)C1)c1ccc(S(=O)(=O)N2CCCC2)cc1 (stereo not given)
6%,-5%,3%,1.0,-13%,-3%,-2%,4%,·,CCOc1ccc(-c2nc(Cn3ccn4nc(-c5ccc(OCC)c(Cl)c5)cc4c3=O)c(C)o2)cc1
-18%,2%,-15%,-0.6,5%,-21%,-2%,-6%,-20%,CN(c1ccccc1C(=O)O)S(=O)(=O)c1ccc2[nH]c(=O)oc2c1
-21%,-11%,1%,0.8,?,-10%,7%,-28%,-9%,NC(=O)[C@H]1CC2(CC(c3cccc(NC(=O)COc4ccc(Cl)cc4)c3)=NO2)CN1C(=O)CC(c1ccccc1)c1ccccc1 (stereo not given in full)
-15%,·,-8%,·,-9%,96%[activator],·,·,-14%,O=C(O)c1cc(Cl)ccc1OS(=O)(=O)c1ccc(Cl)s1
0%,-10%,-29%,-0.8,67%[activator],10%,-6%,5%,-1%,COCCNC(=S)N(CCc1c(C)[nH]c2ccc(C)cc12)Cc1ccco1
-13%,-2%,-10%,0.3,0%,2%,-14%,33%,3%,CC1CCCC(NC(=O)c2ccc3c(=O)n(CC4CCCO4)c(=O)[nH]c3c2)C1C (stereo not given)
-9%,-9%,9%,-0.2,-6%,46%[activator],-18%,-20%,-8%,COc1ccc(/C=C2\Sc3ccc(C(=O)NCc4cccnc4)cc3N(C)C2=O)cc1OC
-4%,-3%,3%,0.0,-4%,-1%,-3%,25%,37%,Cc1ccccc1-n1ncc2c1CC(C)(C)CC2NC(=O)CCCN1CCCC1=O (stereo not given)
17%,-1%,-1%,0.3,-10%,-12%,6%,10%,-17%,Cc1cccc(NC(=O)CSCc2cc(=O)n3c(C)csc3n2)c1C

Compound activity from PubChem.
